Bioassay records as filed in PubChem BioAssay.
HCV core dimer: HCV core protein dimerization inhibition; TR-FRET GST/Flag-core106 dimerization, 1536-well; inhibition, % at 5 µM; 300,000 tested, 0.33% active;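 active = inhibition above the mean of all tested compounds plus 3 SD, set per screening campaign, cut at about 45% in these data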
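Material: Tagged HCV core106 pair (GST and Flag) | Amount: GST-core106 13.5 nM, Flag-core106 17 nM | Medium: KF-containing HEPES buffer, pH 7.45, DTT, CHAPS, BSA | Reagent: Eu donor and XL665 acceptor anti-tag antibodies | Schedule: 4 h at 22.5 °C | Technique: Time-resolved FRET, ex 340 nm, em 617 and 671 nm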
proCasp7 act: activates human procaspase-7, counter-screen for procaspase-3 activators; recombinant procaspase-7, Ac-DEVD-pNA absorbance 405 nm; D23A/D198A/D206A triple mutant, cannot self-cleave; scale: DMSO 0, 5 µM enzyme 100; P55210; 330,000 tested, 0.093% active; activation, % at 8.5 µM; AID 463210;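 active = percent activation above the screen-wide mean plus 3 SD, cut at about 25% in these data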
Target sequence (P55210 whole entry D23A/D198A/D206A): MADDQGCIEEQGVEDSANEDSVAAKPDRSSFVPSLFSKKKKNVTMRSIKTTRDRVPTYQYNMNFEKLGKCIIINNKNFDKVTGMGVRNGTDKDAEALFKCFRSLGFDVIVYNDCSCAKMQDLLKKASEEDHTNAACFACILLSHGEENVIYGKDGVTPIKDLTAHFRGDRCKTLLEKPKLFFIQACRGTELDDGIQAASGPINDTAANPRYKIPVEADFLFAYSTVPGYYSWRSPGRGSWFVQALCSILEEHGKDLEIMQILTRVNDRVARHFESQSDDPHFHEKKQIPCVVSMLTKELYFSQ
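Material: Procaspase-7 triple mutant (PC-7 D3A) | Quantity: 2 µM procaspase-7 mutant as dispensed | Reagent: DEVD-pNA substrate | Times: 1 h preincubation, 2 h reaction | Technique: 405 nm absorbance of p-nitroaniline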
Efflux pump inh: blocks antifungal efflux pumps in multiplex yeast assay | S. cerevisiae Candida pump triplex, Nile Red efflux | inhibition, % at 10 µM | 330,000 tested, 0.44% active | AID 485275;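 active = plate passing quality check with inhibition over a set limit, or well fluorescence over plate mean plus 4 SD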;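 note: Nile Red retained in pooled yeast measured as flow cytometry median fluorescence; 0% = buffer negative control and 100% = Enniatin B positive control; higher means more Nile Red kept so more efflux inhibition; some compounds called inactive have numbers as strong as hits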
PP1 counter: counter-screen for PP5 inhibitors: inhibitors of human PP1-alpha; inhibition, % at 6.7 µM; AID 2235; P62136; purified PP1alpha, OMFP fluorescence; 320,000 tested, 0.9% active;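 active = inhibition above the mean inhibition of all tested compounds plus 3 SD, computed separately for each screening campaign, cut at about 15% in these data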
procasp3 activ: activators of human procaspase-3; P42574; AID 463141; 330,000 tested, 0.11% active; recombinant procaspase-3 D3A, Ac-DEVD-pNA absorbance 405 nm; activation, % at 8.5 µM;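 active = activation above the mean of all tested compounds plus 3 SD, cut at about 21% in these data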;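 note: 0% = DMSO alone and 100% = DMSO wells spiked with extra 5 µM PC-3 D3A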
Target sequence (P42574 whole entry D9A/D28A/D175A): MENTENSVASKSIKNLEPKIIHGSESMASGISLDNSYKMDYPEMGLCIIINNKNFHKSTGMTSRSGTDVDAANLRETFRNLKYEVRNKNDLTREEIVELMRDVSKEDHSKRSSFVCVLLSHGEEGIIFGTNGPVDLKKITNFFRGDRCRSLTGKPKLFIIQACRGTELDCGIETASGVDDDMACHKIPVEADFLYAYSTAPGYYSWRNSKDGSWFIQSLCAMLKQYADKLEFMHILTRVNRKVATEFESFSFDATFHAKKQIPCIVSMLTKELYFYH
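Assay system – Procaspase-3 D3A mutant · Benchmarks – DMSO low control, extra-enzyme high control · Technique – 405 nm absorbance of p-nitroaniline, reads at 0 and 120 min · Doses – 8.5 µM nominal · Measure – % activation between DMSO and enzyme-spiked controls · Also added – Ac-DEVD-pNA chromogenic peptide substrate · Schedule – 1 h compound preincubation, 2 h substrate hydrolysis at 25 °C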
PP5 inh: inhibitors of human protein phosphatase 5 (PP5); P53041; purified PP5c, OMFP substrate fluorescence; 320,000 tested, 0.18% active; inhibition, % at 6.7 µM;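 active = inhibition above the campaign's mean inhibition across all tested compounds plus 3 SD, cut at about 9.5% in these data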;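 note: 0% = DMSO only and 100% = 100 µM cantharidin control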
TPT1 inh: blocks Candida albicans tRNA 2'-phosphotransferase | recombinant caTPT1, FP RNA substrate dephosphorylation | inhibition, % at 5 µM | 300,000 tested, 0.81% active;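 active = inhibition above the mean of all tested compounds plus 3 SD, set per screening campaign, cut at about 24% in these data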;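 note: plate controls were DMSO alone for no effect and ferristatin control at 100 nM for full effect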
CTSL1 counter: counter-screen for PFM18AAP inhibitors: inhibitors of F. hepatica cathepsin L1; recombinant F. hepatica cathepsin L1, Z-Leu-Arg-MCA fluorescence; inhibition, % at 5.96 µM; 300,000 tested, 0.49% active;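 active = inhibition above the mean of all tested compounds plus 3 SD, set per screening campaign, cut at about 17% in these data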;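 note: 0% = plate median of test compound wells and 100% = 1 µM Z-Phe-Ala-diazomethylketone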
GASC-1 inh: blocks human GASC-1 demethylase activity. Q9H3R0. GST-JMJD2C(1-420) H3K9me3 demethylation, DELFIA europium. inhibition, % at 2.35 µM. 330,000 tested, 0.069% active. AID 2099;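 active = more than half of a compound's replicate wells show inhibition beyond 50%, single wells judged on their own value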;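 note: signal counts dimethyl H3K9 product captured on neutravidin plate; 0% = median of DMSO wells and 100% = 0.3 times that DMSO median; strong numbers were not always called active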
Target sequence (Q9H3R0 1-420 limits assumed): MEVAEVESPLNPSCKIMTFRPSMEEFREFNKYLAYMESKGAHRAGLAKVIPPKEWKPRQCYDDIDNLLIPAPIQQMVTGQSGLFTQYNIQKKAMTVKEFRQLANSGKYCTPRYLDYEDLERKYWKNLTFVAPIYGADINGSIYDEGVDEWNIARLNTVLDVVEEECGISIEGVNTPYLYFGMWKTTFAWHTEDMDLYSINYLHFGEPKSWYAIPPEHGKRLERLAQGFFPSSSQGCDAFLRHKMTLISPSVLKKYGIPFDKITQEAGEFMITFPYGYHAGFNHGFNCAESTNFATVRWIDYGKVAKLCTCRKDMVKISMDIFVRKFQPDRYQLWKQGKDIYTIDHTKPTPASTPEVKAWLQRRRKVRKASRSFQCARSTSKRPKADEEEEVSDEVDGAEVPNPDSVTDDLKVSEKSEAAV
Starred values were filed as active, the others as inactive; x = no result given; & = joins results of further samples.

SMILES | HCV core dimer | proCasp7 act | Efflux pump inh | PP1 counter | procasp3 activ | PP5 inh | TPT1 inh | CTSL1 counter | GASC-1 inh
CC(C)CCNC(=O)C(C)N(Cc1ccc(F)cc1)C(=O)c1ccc(CN2CCOCC2)o1 (stereo not given) | 4 | 6 | 0.0 | -4 | -5 | 2.9 | 1 | -2 | -36
O=C(Nc1ccc(S(=O)(=O)NCC2CCCO2)cc1)C1CC(=O)N(c2ccccc2)C1 (stereo not given) | -16 | 2 | 0.1 | -1 | -11 | 0.9 | -4 | -7 | -10
Cc1cc(C(=O)Nc2cc(C(F)(F)F)ccc2N2CCOCC2)no1 | 10 | -10 | 0.0 | -1 | 0 | -0.9 | 3 | 0 | 4
Cc1cccc(NC(=S)NCCc2c[nH]c3ccccc23)c1 | 4 | 9 | 1.1 | -1 | -5 | 1.8 | 1 | 3 | -4
O=C(CCNC(=O)C1CCN(S(=O)(=O)c2ccccc2)CC1)NCc1ccc(Cl)cc1Cl | 5 | 4 | -0.3 | -1 | 6 | 0.5 | 1 | 2 | 4
Oc1cc2ccccc2cc1-c1n[nH]c(=S)o1 | 12 | -11 | -0.1 | 6 | -1 | 3.5 | 5 | 5 | 1
Cc1c(NCc2ccccc2O)c(=O)n(-c2ccccc2)n1C | -2 | 4 | -0.1 | -1 | 4 | -1.0 | 0 | -3 | 0
O=C(O)c1nn(CC(=O)N2CCC(Cc3ccccc3)CC2)c(=O)c2ccccc12 | 11 | 2 | 0.7 | 2 | 4 | 3.3 | 2 | 2 | 4
Cn1c(N)c(C(=O)CSc2nc(N)cc(=O)[nH]2)c(=O)n(C)c1=O | 2 | -8 | -0.1 | -1 | 6 | 0.0 | 1 | -3 | -5
NC(=O)CC(NC(=O)c1ccc(Br)cc1)c1ccc(NCc2ccc(F)c(F)c2)c([N+](=O)[O-])c1 (stereo not given) | 8 | 10 | -0.1 | 12 | 7 | 1.4 | 8 | -1 | -5
COc1ccc(CCN(C)C2CCCN(C(=O)CCC(F)(F)F)C2)cc1OC (stereo not given) | -8 | 9 | -0.1 | -1 | 10 | -1.0 | -4 | 5 | 16
COc1ccc(CNC(=O)CSc2nnc3c(n2)[nH]c2ccc(C)cc23)cc1 | 11 | 3 | -0.1 | -6 | 6 | -0.4 | -1 | -2 | 2

Complete entries, quoted from the list. Order of screens: HCV core dimer | proCasp7 act | Efflux pump inh | PP1 counter | procasp3 activ | PP5 inh | TPT1 inh | CTSL1 counter | GASC-1 inh
Cc1cccc(NC(=S)NCCc2c[nH]c3ccccc23)c1 is listed as 4 | 9 | 1.1 | -1 | -5 | 1.8 | 1 | 3 | -4
O=C(Nc1ccc(S(=O)(=O)NCC2CCCO2)cc1)C1CC(=O)N(c2ccccc2)C1 (stereo not given) is listed as -16 | 2 | 0.1 | -1 | -11 | 0.9 | -4 | -7 | -10

(cont.)
SMILES | HCV core dimer | proCasp7 act | Efflux pump inh | PP1 counter | procasp3 activ | PP5 inh | TPT1 inh | CTSL1 counter | GASC-1 inh
COc1ccc(/C=C/C(=O)NCCC(=O)N2CCCN(C)CC2)cc1 | -2 | 7 | 0.0 | -4 | 2 | 2.1 | -6 | 0 | 17
O=C(c1ccc(NS(=O)(=O)c2ccccc2)cc1)N1CCN(Cc2ccc3c(c2)OCO3)CC1 | 13 | -4 | 0.4 | -6 | 0 | 1.2 | 2 | 0 | -4&0
CCOC(=O)c1c(C)[nH]c(C(=O)COC(=O)CNC(=O)c2ccc(Br)cc2)c1C | -4 | 7 | -0.3 | -3 | -6 | 0.4 | -3 | -9 | 1
CCOC(=O)N/C(N)=N/c1nc2ccccc2s1 | -3 | -1 | 0.0 | 3 | -4 | 3.8 | -4 | 3 | -7
N#Cc1cc2c(nc1SCC(=O)NCc1ccc3c(c1)OCO3)CCCCC2 | 4 | 3 | 0.1 | 1 | -2 | -2.6 | 1 | 3 | 0
CC(OC(=O)C1CCC(=O)N1)C(=O)Nc1cc(Cl)cc(Cl)c1 (stereo not given) | -7 | 0 | 0.0 | -3 | 3 | 0.9 | 0 | -12 | -4
CCN1CCN(c2ccc(NC(=O)c3cccc(S(=O)(=O)N4CCCC4)c3)cc2)CC1 | x | 2 | 0.1 | x | 11 | x | x | x | 5
CCOC(=O)c1sc(NC(=O)CSc2nc3cccnc3n2C)nc1C | 12 | 10 | 0.1 | -4 | 1 | -0.2 | -2 | 4 | 10
C=Cc1ccc(Cn2nc(-c3ccccc3)ccc2=O)cc1 | -2 | -1 | 0.0 | 3 | -3 | 3.4 | -3 | -5 | -7
Cc1cc(C)n(/N=C/c2cc(Cl)cc(Cl)c2O)c(=O)c1 | 0 | 5 | -0.1 | -7 | 4 | 0.5 | -4 | -7 | 3
O=C(NCC(c1ccco1)N1CCN(c2ccc(F)cc2)CC1)C1CCCCC1 (stereo not given) | 3 | -7 | 0.3 | 2 | 1 | 0.6 | 3 | 8 | -8
COc1ccc(NC(=O)CNC(=O)c2ccc([N+](=O)[O-])cc2)cc1 | -2 | 4 | -0.1 | 4 | 1 | 2.1 | -4 | -1 | 1

Brought forward from above: 3 compounds, then new ones.
SMILES | HCV core dimer | proCasp7 act | Efflux pump inh | PP1 counter | procasp3 activ | PP5 inh | TPT1 inh | CTSL1 counter | GASC-1 inh
Cc1cc(C)n(/N=C/c2cc(Cl)cc(Cl)c2O)c(=O)c1 | 0 | 5 | -0.1 | -7 | 4 | 0.5 | -4 | -7 | 3
O=C(NCC(c1ccco1)N1CCN(c2ccc(F)cc2)CC1)C1CCCCC1 (stereo not given) | 3 | -7 | 0.3 | 2 | 1 | 0.6 | 3 | 8 | -8
COc1ccc(NC(=O)CNC(=O)c2ccc([N+](=O)[O-])cc2)cc1 | -2 | 4 | -0.1 | 4 | 1 | 2.1 | -4 | -1 | 1
CCOC(=O)/C(C#N)=N/Nc1ccccc1C(=O)O | -3 | -1 | -0.1 | -2 | 0 | -0.4 | -1 | 2 | -5
Cc1[nH]c2ccc(C(=O)NCCCN3CCCCC3)cc2c1C | 2 | 5 | -0.2 | -2 | -2 | 1.7 | -3 | -6 | 18
Cc1cc(CN2CCC(n3nccc3NC(=O)c3ccccc3Cl)CC2)cc(C)c1O | -1 | 3 | 0.0 | -3 | 3 | -3.6 | -9 | -3 | 9
O=[N+]([O-])c1cccc(/C=N/Nc2nc(C(Cl)(Cl)Cl)nc3ccccc23)c1 | 14 | 7 | -0.3 | 0 | -7 | 0.2 | 0 | 6 | 6
Cc1nc(-c2ccccc2)nc(-c2ccccc2)n1 | -11 | 1 | -0.1 | -6 | -4 | 1.7 | 1 | 4 | -3
CCOC(=O)C1=C(N)OC2=C(C(=O)CC(C)(C)C2)C1c1ccccc1OC (stereo not given) | 6 | 6 | -0.1 | 1 | -5 | 0.4 | -14 | -4 | -3
CCCCCCNC(=O)CNC(=S)N(Cc1cccs1)C1CCCCC1 | 4 | 2 | 0.2 | 7 | -2 | 4.0 | 2 | 2 | -1
CN(C)c1ncc([N+](=O)[O-])cc1C(F)(F)F | 0 | 5 | 0.2 | -6 | 2 | 1.0 | 1 | -2 | 4
Cc1ccccc1-n1nc2c(c1NC(=O)C(C)(C)C)CS(=O)(=O)C2 | -6 | 2 | -0.2 | 0 | -11 | -1.8 | -1 | -1 | 1
O=C(Nc1ccc2oc(-c3ccccc3)nc2c1)c1ccc2c(c1)OCCO2 | 0 | 10 | 0.2 | -1 | -1 | 1.9 | 4 | 2 | -35
COc1ccc(C2CC(c3cccs3)=NN2c2ccccc2)cc1 (stereo not given) | 5 | -15 | -0.2 | -5 | -25 | -1.9 | 3 | 3 | -1
CCOc1ccc(-c2csc3nc[nH]c(=O)c23)cc1 | -3 | -2 | 0.2 | 1 | 1 | -0.5 | 1 | -2 | 1
CCN(CC)CCCNc1oc(-c2ccccc2[N+](=O)[O-])nc1C#N | -5 | 1 | -0.1 | -6 | -2 | 1.7 | -1 | 2 | -5
Cc1nc2ccccc2n1CC(=O)N/N=C/c1cccnc1 | 6 | -12 | 0.1 | -3 | -1 | -1.6 | -3 | -1 | -5
Cc1cc(C(=O)Nc2ccc3c(c2)CCC3)c2ccccc2n1 | 11 | -2 | -0.1 | 6 | 4 | 3.3 | 8 | -4 | 4
CCN(CC)c1nc2ccccc2[nH]1 | -8 | 7 | 0.1 | -2 | 10 | 2.0 | -4 | -3 | 0
O=C(c1ccc(Cl)cc1)c1cc(-c2ccccn2)c(N2CCOCC2)s1 | 29 | -6 | -0.1 | 3 | -16 | 3.4 | 6 | 3 | 1
Cc1cccc(N2CCN(C(=O)c3ccc(N4CCCC4=O)cc3)CC2C)c1 (stereo not given) | -2 | -10 | 0.0 | -5 | -3 | -4.2 | 1 | 0 | -12
CCOC(=O)c1ccc(NC(=S)N2CCN(CCN=CC3=C(O)CC(c4ccccc4)CC3=O)CC2)cc1 (stereo not given) | 3 | -4 | 0.0 | -5 | -8 | 2.8 | 0 | 0 | -5
COCCN1C=C(C(=O)OC)C(c2ccccc2Cl)C(C(=O)OC)=C1 | 7 | 2 | 0.0 | 2 | -3 | 0.3 | 2 | 2 | 7
COc1ccc(NS(=O)(=O)c2cccc(C(=O)NCCCn3ccnc3)c2)cc1 | -3 | 7 | -0.1 | -5 | 0 | -0.4 | 0 | -1 | -1
O=c1[nH]c(=O)c2cc([N+](=O)[O-])cc([N+](=O)[O-])c2[nH]1 | 2 | -2 | 0.0 | -4 | 3 | -2.0 | -1 | 2 | 10
O=C(CCCNS(=O)(=O)c1cccc2nsnc12)N1CCCCC1 | -2 | 13 | 0.2 | -2 | 2 | 5.3 | 1 | 2 | 4
COc1ccccc1NS(=O)(=O)c1ccc(NN=C2CCCCC2)c([N+](=O)[O-])c1 | 10 | -2 | -2.5 | -1 | 1 | -0.1 | 1 | -1 | 7
COC(=O)C1C/C(=N\NS(=O)(=O)c2ccc(C)cc2)c2ccsc2C1 (stereo not given) | 0 | 8 | 0.0 | -1 | 6 | 1.7 | -1 | -3 | -1
Cc1ccc(NC(=O)CSc2nc(=O)n3cc(C)ccc3n2)c(C)c1 | 1 | 2 | -0.1 | -4 | 3 | 2.9 | 0 | -4 | -6
C[C@@H](C(=O)NCCc1ccccc1F)N1C(=O)N2CCc3c([nH]c4ccccc34)[C@@]2(C)C1=O | -2 | 8 | 0.1 | -7 | 11 | 2.2 | 1 | -2 | x
COc1cccc(-c2noc(C3CCCN(C(=O)c4ccc(F)cc4)C3)n2)c1 (stereo not given) | 4 | 7 | -0.1 | -2 | -3 | 1.8 | -2 | 1 | 11
CC(C)C(c1nnnn1Cc1ccc2c(c1)OCO2)N1CCN(c2ccccc2)CC1 (stereo not given) | 7 | -4 | 0.1 | 4 | 7 | -4.5 | 1 | -5 | 6
